Screens from PubChem.
OXTR potentiate: potentiators of human oxytocin receptor | P30559 | CHO-OTR cells, Fluo-8 calcium fluorescence, potentiator mode; 0% = oxytocin EC15, 100% = EC100 | activation, % at 3 µM | actives 0.061% (n = 320,000);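 active = activation above that plate's cutoff, the mean activation of tested compounds plus 3 SD, cut at about 6.6% in these data, passing the limit was not always enough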;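 also: 100% uses oxytocin at 75 nM as the full agonist control; some results filed as inactive read as strong as hits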
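test system = CHO-OTR cells, human receptor | compound = single-point 3.0 µM | schedule = 6 min compound pre-incubation at room temperature, 100 s kinetic read | signal = Fluo-8 no-wash calcium dye fluorescence, excitation 470-495 nm, emission 515-575 nm | repeats = single well per compound, singlicate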
GPR7 antagonist: antagonists of human GPR7 (neuropeptides B/W receptor 1); P48145; GPR7-expressing cells, fluorescence antagonist assay; inhibition, % at 4.4 µM; actives 1.1% (n = 290,000); AID 1861; in the data active = inhibition above about 16%, passing the limit was not always enough;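 also: cells stimulated with the agonist NPW; 0% = agonist with vehicle and 100% = vehicle without agonist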
Target sequence (P48145 whole entry, looked up): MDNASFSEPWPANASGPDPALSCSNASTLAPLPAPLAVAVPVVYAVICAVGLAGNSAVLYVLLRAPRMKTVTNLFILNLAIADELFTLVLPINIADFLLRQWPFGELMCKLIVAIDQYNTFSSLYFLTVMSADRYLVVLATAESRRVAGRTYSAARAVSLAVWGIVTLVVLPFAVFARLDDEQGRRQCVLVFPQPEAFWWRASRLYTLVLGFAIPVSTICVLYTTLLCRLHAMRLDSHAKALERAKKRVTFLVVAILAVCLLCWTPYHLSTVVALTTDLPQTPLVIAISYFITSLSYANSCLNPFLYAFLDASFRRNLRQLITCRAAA
CHO-K1 Ca antag: nonselective inhibitor or artifact in parental CHO-K1 cells; inhibition, % at 3 µM; AID 602250; actives 0.6% (n = 360,000); ATP-induced calcium, Fluo-8 fluorescence;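 active = inhibition above a per-plate cutoff, the plate's mean sample inhibition plus 3 SD, cut at about 24% in these data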;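 also: 0% = DMSO plus EC80 ATP and 100% = DMSO alone without ATP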
OXTR agonist: human OXTR agonism | actives 0.32% (n = 320,000) | activation, % at 3 µM | CHO-OTR cells, Fluo-8 calcium fluorescence; normalized: DMSO 0%, oxytocin 100% | P30559;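 active = activation above the mean of all tested compounds plus 3 SD, cutoff set per screening run, cut at about 20% in these data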;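 also: peak over basal fluorescence ratio from a 100 s FLIPR kinetic read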
V1aR counter: activates human V1a receptor in oxytocin agonist counter-screen; CHO-V1R cells, Fluo-8 calcium fluorescence, agonist mode; 0% DMSO, 100% 3 nM vasopressin; actives 0.25% (n = 320,000); activation, % at 3 µM;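 active = activation above the mean activation of all tested compounds plus 3 SD, per screening run, cut at about 20% in these data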;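 also: signal is peak over basal fluorescence ratio across a 100 second FLIPR read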
Target sequence (P37288 whole entry, looked up): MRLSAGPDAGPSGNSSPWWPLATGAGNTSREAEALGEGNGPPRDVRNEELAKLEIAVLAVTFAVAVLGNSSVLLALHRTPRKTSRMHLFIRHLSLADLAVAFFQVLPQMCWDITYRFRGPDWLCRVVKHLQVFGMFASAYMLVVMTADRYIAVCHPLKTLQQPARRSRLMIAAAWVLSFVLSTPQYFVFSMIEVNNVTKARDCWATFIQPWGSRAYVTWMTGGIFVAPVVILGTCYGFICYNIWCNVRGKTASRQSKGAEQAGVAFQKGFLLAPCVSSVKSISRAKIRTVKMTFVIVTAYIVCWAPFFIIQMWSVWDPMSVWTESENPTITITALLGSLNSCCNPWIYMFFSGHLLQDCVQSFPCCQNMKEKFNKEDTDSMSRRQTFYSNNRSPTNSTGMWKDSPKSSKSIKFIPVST
M1 PAM parental: nonselective activator or artifact in parental CHO-K1 calcium assay; activation, % at 3 µM; AID 602247; ATP EC20, Fluo-8 calcium fluorescence; 0% at ATP EC20, 100% at ATP max; actives 0.02% (n = 360,000);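 active = activation above the run cutoff, the mean activation of all test compounds plus 3 SD, cut at about 40% in these data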;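 also: peak over basal fluorescence ratio in a 140 s read after ATP addition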
CHO-K1 Ca ag: counter-screen for M1 agonists: effect in parental CHO-K1 cells; activation, % at 3 µM; actives 0.48% (n = 360,000); Fluo-8 calcium fluorescence; scaled to maximal ATP response, vehicle zero; AID 602248; in the data active = activation above about 15%;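 also: untransfected CHO-K1 host cells lacking M1 receptor as counterscreen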
CHO parental Ca: counter-screen for OX1R antagonists: effect in parental CHO cells | actives 0.63% (n = 330,000) | inhibition, % at 5.6 µM | parental CHO-K1, ATP-induced calcium, Fluo-8 fluorescence;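 active = inhibition above that plate's mean sample inhibition plus 3 SD, cut at about 26% in these data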;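 also: 0% = ATP-challenged DMSO wells and 100% = DMSO wells without ATP; some compounds past the cut are filed as inactive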
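Material: Parental CHO cells | Reagent: ATP | Compound dosing: Single nominal dose of 5.6 µM per compound | Detection: Intracellular calcium via Fluo-8 no-wash fluorescent dye | Read-out: % inhibition of ATP-induced calcium mobilization | Benchmarks: Low control ATP plus DMSO, high control DMSO only | Replicates: Singlicate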
TAAR1 antagonist: human TAAR1 antagonism; CHO RD-HGA16 TAAR1, Fluo-8 calcium fluorescence, antagonist; AID 624466; inhibition, % at 3 µM; Q96RJ0; actives 1.5% (n = 360,000);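 active = inhibition above a per-plate cutoff, the mean inhibition of test compounds on that plate plus 3 SD, cut at about 49% in these data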;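 also: 0% = DMSO plus EC80 beta-PEA response and 100% = DMSO alone without agonist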
Target sequence (Q96RJ0 whole entry, looked up): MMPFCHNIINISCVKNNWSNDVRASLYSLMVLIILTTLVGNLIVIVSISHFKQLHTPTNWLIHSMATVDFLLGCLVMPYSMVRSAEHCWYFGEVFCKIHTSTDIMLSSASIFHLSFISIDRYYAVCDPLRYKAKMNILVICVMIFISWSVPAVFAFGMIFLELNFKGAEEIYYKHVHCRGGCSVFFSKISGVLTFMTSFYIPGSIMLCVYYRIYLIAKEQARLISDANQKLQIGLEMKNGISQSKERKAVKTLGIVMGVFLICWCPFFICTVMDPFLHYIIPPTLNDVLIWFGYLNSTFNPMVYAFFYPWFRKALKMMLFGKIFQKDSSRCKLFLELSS
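Test system – hTAAR1-expressing CHO RD-HGA16 cells, Gα16-coupled · Reagent – β-PEA at EC80 concentration, post-compound challenge · Compound dosing – 3 µM, single point · Timing – 140 s kinetic read after compound, 140 s after agonist · Detection – Fluo-8 intracellular calcium dye fluorescence, real-time kinetic reads · Control set – DMSO and EC80 PEA controls · Repeats – n of 1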
* hit, by the source's call; . = not tested or not shown.

nr	Structure	CHO parental Ca	CHO-K1 Ca ag	GPR7 antagonist	OXTR agonist	OXTR potentiate	CHO-K1 Ca antag	M1 PAM parental	TAAR1 antagonist	V1aR counter
1	O=C(Oc1ccccc1)c1ccc(-n2cnnn2)cc1	9	0.2	21	-0.2	-19	-1	9	9	0.6
2	CC(C)COn1c(=S)[nH]c2ccccc2c1=O	-3	0.3	11	0.7	-2	-9	7	8	0.2
3	CC(OC(=O)c1ccc(Br)o1)C(=O)Nc1ccc2c(c1)OCCO2 (stereo unspecified)	-8	-0.3	.	-0.5	-3	1	4	-2	-0.6
4	Cc1ccc2nc(Cl)c(-c3ccccc3)cc2c1	-7	0.6	.	-0.8	-13	-9	14	-21	-0.6
5	CCOC(=O)c1ccc(CSc2nnc(-c3ccncc3)n2N)cc1	5	0.9	-1	1.2	-8	-3	14	-15	0.5
6	O=C(c1ccc(COc2ccc3c(c2)CCC3)o1)N1CCN(c2ccccc2)CC1	-20	1.9	7	-0.2	-9	-21	14	20	1.3
7	COc1ccc(C2N(c3ccc(OC)cc3)C(=S)N3CCCN23)cc1 (stereo unspecified)	-14	0.2	11	-1.2	-6	-9	26	2	0.9
8	CC(=O)c1csc(COc2ccccc2)n1	-1	0.3	-13	-0.8	-12	-2	15	-34	0.3
9	COC(=O)COC(=O)CC(CC(N)=O)c1ccccc1 (stereo unspecified)	8	2.1	-3	0.9	-1	5	8	-21	1.2
10	Cc1ccc(-c2nc3cc(N)ccc3o2)c(C)c1	-14	-0.3	-6	-1.8	-12	-5	17	-11	-0.8
11	Cc1ccc(NC(=O)COC(=O)c2ccccc2Cl)cc1S(=O)(=O)N(C)C	5	7.3	-10	3.2	-5	-8	10	7	3.9
12	Cc1ccc(C(=O)OCC(=O)NC2CCCCC2)s1	-4	0.3	-2	-1.5	11	-10	16	-9	0.1
13	CCN(CC(=O)Nc1ccc2c(c1)OCO2)Cc1nc2ccccc2c(=O)[nH]1	-19	0.4	-1	0.1	-2	0	2	2	0.9
14	COc1cc([N+](=O)[O-])ccc1NC(=O)CCN1C(=O)C2C3CCC(C3)C2C1=O (stereo unspecified)	-2	0.1	-7	-0.6	1	-15	9	3	1.3
15	O=S1(=O)CC(N2CCCCC2)CN1Cc1cn(Cc2ccc(C(F)(F)F)cc2)nn1 (stereo unspecified)	.	1.9	.	.	.	-11	2	-6	.
16	Clc1ccccc1OCc1nn2c(-c3ccncc3)nnc2s1	-12	3.1	-4	5.4	-3	-22	22	6	6.8
17	O=C(OCc1cc2ccccc2[nH]c1=O)c1ccccn1	1	-0.2	0	-0.2	-11	-3	11	4	1.6
18	COc1ccccc1CC(=O)N1CCN(S(=O)(=O)c2ccccc2F)CC1	-10	0.8	.	-0.1	-8	0	-8	0	0.1
19	Cc1ccc(NC(=O)c2ccc(Nc3ccccc3F)nc2)cc1	-24	1.0	-8	-1.6	-1	-1	6	19	-0.2
20	N#Cc1c(-c2cccs2)nc(SCC(=O)c2cccs2)[nH]c1=O	-12	0.7	2	0.6	-7	-16	16	-18	2.6
21	O=C(Nc1ccccc1)Nc1cnccn1	1	-0.1	0	0.2	-8	12	-15	0	0.8
22	Cc1ccccc1OCC(=O)OCC(=O)Nc1ncc(Cl)c(C)c1Cl	-10	0.1	.	-0.5	3	-1	12	-4	0.5
23	Fc1cccc(Cl)c1CSc1nnc2ccccn12	3	0.6	-9	-0.6	-5	-13	10	-1	1.1
24	COc1ccc(CCNC(=O)C23CCC(C)(C(=O)O2)C3(C)C)cc1OC (stereo unspecified)	-4	0.4	-6	0.2	-3	-8	-3	10	-1.2
25	Cc1ccc(C(=O)NCCC2=CCCCC2)cc1S(=O)(=O)N1CCCCC1	-5	6.0	.	-1.0	-10	-14	3	30	1.1
26	O=c1nc(-c2ccccc2)cn[nH]1	5	-0.3	-9	-0.1	-10	11	-3	2	-0.9
27	CC(=O)OCCCNc1cc(Sc2ccc(Cl)cc2)c2nonc2c1[N+](=O)[O-]	2	-0.1	-10	-0.6	-8	11	7	-11	-0.3
28	O=C(NCc1ccncc1)C1CCN(S(=O)(=O)c2ccc(F)cc2)CC1	-6	0.6	-5	0.1	-12	-4	-9	-8	0.4
29	COc1cccc(CNC(=O)c2ccc(NC(=O)CC3SC(N4CCCCC4)=NC3=O)cc2)c1 (stereo unspecified)	-4	-0.3	.	0.5	-4	0	7	1	-0.4
30	O=C(Nc1ccc(F)cc1)c1ccc(CSc2ccc(Cl)cc2)o1	-11	0.3	-10	-3.0	-9	1	-4	6	0.1
31	O=C(CCCN1CCN(c2ccccc2)CC1)c1ccc(F)cc1	.	0.5	.	.	.	-14	15	-33	.
32	CC(NC(=O)c1ccco1)C(=O)OCC(=O)c1ccc(Cl)s1 (stereo unspecified)	14	0.5	3	0.3	-1	4	3	-15	0.6
33	Cc1cc(OCC(=O)NCc2ccncc2)c2c(C)cc(=O)oc2c1	-11	1.1	-9	0.4	0	-11	18	-3	0.4
34	O=C(Nc1ccc(F)cc1)c1nc(S(=O)(=O)Cc2ccccc2)ncc1Cl	26	-0.5	16	-0.8	-1	22	-16	25	0.4
35	COc1ccc(S(=O)(=O)N2CCc3ccccc32)cc1C(=O)N1CCC(C)CC1	-25	-0.5	.	-0.8	-2	-9	7	-14	0.6
36	COc1cccc(C(=O)COc2cccc(NC(=O)c3cccc([N+](=O)[O-])c3)c2)c1	13	6.3	29*	0.1	-22	2	6	68*	0.8
37	Cc1cccc(NC(=O)c2ccco2)c1C(=O)O	-16	0.3	-11	0.5	6	-5	15	-22	1.3
38	C=CCN(Cc1ccc(Br)s1)C(=O)c1ccc(OCc2c(C)noc2C)cc1	.	2.0	.	.	.	1	10	41	.
39	COc1ccccc1NS(=O)(=O)c1cccc(NS(=O)(=O)c2cc(C(=O)O)ccc2Cl)c1	.	0.9	.	.	.	-5	18	-1	.
40	CC1CCN(c2ccc(C(=O)N3CCOCC3)cc2[N+](=O)[O-])CC1	-2	0.6	-3	0.8	-4	4	19	17	0.8
41	Cc1ccc(C(C)C)cc2c(C)ccc1-2	.	-0.5	.	.	.	9	2	-18	.
42	CC(C)(C)N1C(=O)c2c(C(=O)OCc3ccccc3)[nH]c(-c3ccccc3)c2C1=O	.	0.4	.	.	.	-15	7	-1	.
43	C/C(CC1CC(COCCC(C)C)OC1=O)=N\NC(N)=S (stereo unspecified)	-7	0.5	-6	0.4	-3	-2	-2	0	-0.1
44	O=C(Nc1ccc(C(F)(F)F)cc1)C1CC(=O)N(c2ccc3c(c2)OCCO3)C1 (stereo unspecified)	0	0.5	8	2.6	-5	-6	10	10	3.1
45	O=c1c(Cl)c(N2CCN(c3ccc(F)cc3)CC2)cnn1-c1nc2ccccc2s1	-9	0.5	-5	0.5	4	-10	25	2	0.4
46	O=C(NC1CCCCC1)N1CCc2[nH]c3ccccc3c2C1	-15	0.8	4	-1.1	-20	-5	16	3	0.4
47	CC(C)(C)OC(=O)N1CCC[C@@H]1C(=O)NCc1ccccc1Cl	.	0.2	.	.	.	-26	26	-21	.
48	CC(=O)c1ccc(NC(=O)C(C)OC(=O)CCN=C2NS(=O)(=O)c3ccccc32)cc1 (stereo unspecified)	-13	0.4	.	0.0	-3	2	-17	-32	0.7
49	CCOc1ccc(Oc2nc(NCC(C)C)nc(OC)n2)nn1	2	0.7	-4	0.9	-5	-4	2	-32	0.0
50	COc1cccc(CN(C)C(=O)c2cccc(S(=O)(=O)N3CCN(Cc4ccccc4)CC3)c2)c1OC	.	12	.	.	.	2	-11	-1	.
51	COc1ccc(CNC(=O)c2ccc(Cn3cc(Cl)cn3)o2)cc1	-15	1.0	-8	0.2	-5	-7	18	-6	0.9
52	O=C1C(C2=NC(C(=O)O)C3C(=O)N(c4ccccc4)C(=O)C23)=C(O)c2ccccc21 (stereo unspecified)	6	0.9	6	0.4	-2	-3	23	-7	-0.1
53	O=C(NCc1ccc2c(c1)OCO2)C1CCN(c2ccc(S(=O)(=O)N3CCCC3)cc2)CC1	-9	8.1	1	3.1	-2	-13	11	9	5.3
54	Cc1nc2cc(C(=O)N3c4ccccc4CC3C)ccc2s1 (stereo unspecified)	-9	1.2	4	0.5	-7	-13	11	2	0.9
55	NC(=O)C1CCCNC1 (stereo unspecified)	-1	0.1	.	-0.3	-3	-4	12	-16	0.7
56	CN(CC(=O)Nc1ccc(Cl)c(C(F)(F)F)c1)C(=O)c1ccc(S(=O)(=O)N2CCOCC2)cc1	.	6.9	.	.	.	-7	3	15	.
57	CN1CCN(S(=O)(=O)c2cccc(C(=O)Nc3cc(C(F)(F)F)ccc3N3CCCC3)c2)CC1	-23	0.7	.	0.9	-10	-6	13	-21	-0.2
58	Cc1ccc(CNCC(O)(c2ccccc2)c2ccc(Cl)cc2)cc1 (stereo unspecified)	.	3.5	0	.	.	-12	29	1	.
59	O=C(CSc1nnc(NC(=O)c2c(F)cccc2F)s1)NCc1ccco1	2	0.1	.	0.8	-2	13	-11	-23	0.0
60	O=C(NC(C(=O)N/N=C/c1ccccc1)c1n[nH]c(=O)c2ccccc12)c1ccccc1 (stereo unspecified)	-17	3.0	1	-0.7	-7	5	6	5	1.8

The listing continues.
nr	Structure	CHO parental Ca	CHO-K1 Ca ag	GPR7 antagonist	OXTR agonist	OXTR potentiate	CHO-K1 Ca antag	M1 PAM parental	TAAR1 antagonist	V1aR counter
61	COC(=O)c1cc(S(=O)(=O)NCc2ccc(S(N)(=O)=O)cc2)oc1C	9	0.1	1	0.0	-5	0	7	-20	0.8
62	NC(=N\N=Cc1ccco1)/C(N)=N/N=Cc1ccco1	.	0.6	.	.	.	-4	8	10	.
63	CCCCOc1cccc(C2C(C(=O)c3ccc(C)o3)=C(O)C(=O)N2Cc2ccco2)c1 (stereo unspecified)	.	-0.8	-6	.	.	8	15	-58	.
64	CCc1ccc(-c2nc(CS(=O)CC(=O)NCc3ccco3)c(C)o2)cc1 (stereo unspecified)	-7	0.8	-8	-1.5	2	-18	13	-12	-0.5
65	CCOCCn1c(=NC(=O)/C=C/c2ccccc2Cl)sc2cc(NC(C)=O)ccc21	-10	-0.6	-3	-0.6	-11	10	-5	-4	-0.3
66	O=C(c1ccccc1)c1ccc2ccccc2c1	.	-0.4	.	.	.	-9	5	-6	.
67	COc1ccc(Br)cc1CNC(=O)C1CCN(c2nnc(N3CCCC3=O)s2)CC1	-17	-0.4	-8	-1.2	-10	-24	31	-12	1.6
68	Cc1ccc(C)c(-n2c(N)c(C(N)=O)sc2=S)c1	-2	0.1	-5	1.2	-4	-5	20	-20	0.9
